# Screens deposited in PubChem BioAssay by Broad Institute.
# ARNT-TACC3 inh – disruptors of ARNT/TACC3 protein interaction, primary screen, biochemical, AlphaScreen, single concentration; inhibition, % at 9.99 µM; AlphaScreen His-ARNT PAS-B/GST-TACC3 binding, luminescence; TACC3 fragment carries E629A point mutation; 0.66% of 390,000 active;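 active means mean inhibition of replicates at least 50% and at least half of replicates each reaching 50%; inconclusive means half or more replicates reach 50% but mean below 50%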;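 further: 0% = complete ARNT plus TACC3 wells and 100% = ARNT alone without TACC3; many hits fall short of the cut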
# ERAP1 inh – human ERAP1 aminopeptidase inhibitors, primary screen, biochemical, single point, plate reader; Endoplasmic reticulum aminopeptidase 1 (Homo sapiens), Q9NZ08; recombinant ERAP1, Leu-AMC fluorescence, 60 min; inhibition, % at 10.7 µM; 0.15% of 340,000 active;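 active means mean replicate inhibition of at least 30%, or all replicates individually reaching that 30% level; inactive means mean below 30% and not every replicate reaching it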;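 further: 0% = neutral control wells and 100% = L-leucinethiol positive control wells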
# Target sequence (Q9NZ08 whole entry, looked up): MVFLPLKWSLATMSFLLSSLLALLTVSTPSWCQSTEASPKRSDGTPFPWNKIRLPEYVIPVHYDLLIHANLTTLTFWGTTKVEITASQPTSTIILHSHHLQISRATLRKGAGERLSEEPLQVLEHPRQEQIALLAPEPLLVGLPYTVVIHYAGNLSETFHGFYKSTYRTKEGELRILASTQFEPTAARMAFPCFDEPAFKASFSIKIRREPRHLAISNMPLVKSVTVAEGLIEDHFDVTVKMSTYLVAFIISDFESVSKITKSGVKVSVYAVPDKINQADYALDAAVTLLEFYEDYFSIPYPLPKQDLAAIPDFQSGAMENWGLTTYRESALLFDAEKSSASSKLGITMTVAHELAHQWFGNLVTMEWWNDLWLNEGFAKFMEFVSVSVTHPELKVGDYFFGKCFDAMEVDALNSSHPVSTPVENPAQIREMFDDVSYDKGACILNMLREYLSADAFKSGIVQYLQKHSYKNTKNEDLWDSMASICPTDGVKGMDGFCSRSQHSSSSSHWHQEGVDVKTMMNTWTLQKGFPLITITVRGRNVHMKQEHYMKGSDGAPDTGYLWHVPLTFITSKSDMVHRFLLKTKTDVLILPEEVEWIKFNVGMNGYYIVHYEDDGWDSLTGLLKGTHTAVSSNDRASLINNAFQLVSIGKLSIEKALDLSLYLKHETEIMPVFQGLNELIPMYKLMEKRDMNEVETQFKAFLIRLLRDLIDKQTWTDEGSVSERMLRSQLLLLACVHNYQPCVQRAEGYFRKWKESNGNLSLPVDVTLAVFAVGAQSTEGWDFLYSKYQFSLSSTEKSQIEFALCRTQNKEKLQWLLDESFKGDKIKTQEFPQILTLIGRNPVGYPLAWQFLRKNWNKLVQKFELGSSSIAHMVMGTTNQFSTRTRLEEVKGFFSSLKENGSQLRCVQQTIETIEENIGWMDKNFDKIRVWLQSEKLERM
# esBAF inh – Bmi1 luciferase reporter increase in mESCs, primary screen, esBAF inhibitor project, mouse ES cells, Bmi1 luciferase knock-in, single point | 24 h; 100% = twice the neutral-well signal | reporter increase, % at 12.5 µM | 2% of 350,000 active | AID 602393, 2012; in the data active means activation above about 40%; inconclusive means no clear call, values can overlap the other calls;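 further: 0% = median of the plate's neutral control wells and 100% = double that signal; a rise in the Bmi1 reporter signal indicates esBAF inhibition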
# XiGFP reactiv – activators of inactive X chromosome reactivation, primary screen, imaging, XiGFP fibroblasts, GFP high-content imaging, set 2 | activation, % at 7.58 µM | XiGFP mouse fibroblasts, % GFP-positive cells imaging, 3 d; cells co-treated with 5-aza-dC sensitizer; scaled so ellipticine positive control = 100% | 0.055% of 360,000 active;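 active means mean normalized replicate activation at least 10% and every replicate at or above 10%; inconclusive means only one of the two criteria met; inactive means mean below 10% and not all replicates reach 10%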;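 further: 0% = median of on-plate neutral control wells and 100% = ellipticine 6 µM median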
#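 System: XiGFP fibroblasts, SV40-immortalized. Medium: DMEM plus 5-aza-dC sensitizer. Doses: single point. Timing: 3 d treatment, 15 min room-temperature fixation. Control set: ellipticine 6 µM.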
# RAD54 branch – inhibitors of human RAD54 branch migration, primary screen, biochemical, fluorescence, single point | 0.14% of 360,000 active | RAD54 Holliday junction branch migration, FAM/BHQ fluorescence | DNA repair and recombination protein RAD54-like (Homo sapiens), Q92698 | inhibition, % at 10.4 µM;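 active means mean normalized replicate activity at least 40 and at least half of replicates scoring 40 or more; inconclusive means only one of the two criteria met; inactive means mean below 40 and under half of replicates reaching 40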;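 further: 0% = median of neutral control wells and 100% = median of positive control wells; inhibitors cause a drop in the FAM fluorescence signal; in these data hits start at about 50%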
# RAD52 anneal inh – RAD52 DNA annealing inhibitors, primary screen, biochemical, FRET, single point, set 2; inhibition, % at 18.7 µM; recombinant RAD52 DNA annealing, FRET fluorescence; DNA repair protein RAD52 homolog (Homo sapiens), P43351; 0.46% of 360,000 active;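 active means every replicate showing at least 50% inhibition; inconclusive means mean inhibition at least 50% but not in every replicate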
# F508del corr – F508del CFTR correction, initial screen, CFBE line, single point. CFBE cells, YFP halide quenching; stimulated with forskolin plus potentiator P3; % fluorescence drop versus neutral controls. activity (quench increase), % at 7.58 µM. 0.36% of 350,000 active. AID 720511, 2013;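 active means mean added fluorescence quench of at least 8% versus neutral control, with both replicates also reaching 8%; inconclusive means only one of the mean or replicate conditions met; inactive means mean below 8% and not both replicates reaching 8%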;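 further: cells transiently co-express mutant CFTR-F508del with the halide-sensitive YFP; corrector assay measuring rescue of mutant channel to the surface after 24 h compound exposure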
# INS-1E GSIS act – GLuc luminescence reporter in INS-1E cells, primary screen for activators of glucose-dependent secretion of insulin. INS-1E GLuc reporter insulin secretion, 2-3 h. activation, % at 16.6 µM. 0.61% of 370,000 active;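 active means lowest replicate activation of at least 40%, so every replicate reaches that level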;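 further: 0% = median of neutral control wells and 100% = median of IBMX positive control wells; some compounds called inactive have numbers as strong as hits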
# * hit, by the source's call; ? = inconclusive; · = no result given; & = joins results of further samples. Not a hit list, and some 3.3% of all compounds hit somewhere here.
SMILES,ARNT-TACC3 inh,ERAP1 inh,esBAF inh,XiGFP reactiv,RAD54 branch,RAD52 anneal inh,F508del corr,INS-1E GSIS act
C[C@@H]1CN([C@@H](C)CO)C(=O)Cc2cc(NC(=O)Nc3ccc(F)cc3)ccc2O[C@H]1CN(C)Cc1ccc2c(c1)OCO2,4,0,2,-1.1,2,-7,0.0,-2
O=C(c1ccccc1)c1ccccn1,·,-4,·,0.3,·,-8,·,12
CN[C@H]1C[C@H]2c3[nH]c4c(-c5ccccc5)cccc4c3CCN2C(=O)[C@H]1[C@H](C)O,·,2,·,0.3,·,-3,-1.1,40
O=C(COC(=O)c1ccccc1NC(=O)c1ccco1)NC1CCS(=O)(=O)C1 (stereo unspecified),0,6,·,0.2,·,-1,0.6,-5
Cc1noc(NS(=O)(=O)c2ccc(NC(=O)c3ccc(OC(C)C)cc3)cc2)c1C,0,-1,·,0.0,·,-1,-0.5,-9
COc1ccc(-n2c(=O)c3c4c(sc3n3c(=S)[nH]nc23)COC(C(C)C)C4)cc1 (stereo unspecified),·,3,·,0.1,-7,-4,-3.7,·
O=C1CCc2cc(NS(=O)(=O)c3ccccc3)cc3c2N1CCC3,29,-1,-5,0.2,·,-8,1.3,0
COc1nn(-c2ccccc2)c(=O)c(Cl)c1Cl,26,1,-88,1.1,12,-8,-2.5,0
O=C(CCc1nnc(-c2ccc3c(c2)OCO3)o1)N1CCC(c2ccc(F)cc2)C1 (stereo unspecified),-2,3,·,0.0,·,-1,-1.8,·
Cc1ccc(C)c(-n2nnnc2SCC(=O)NCC2CCCO2)c1 (stereo unspecified),-2,0,-6,0.3,-8,-8,1.2,20
O=C(NC(=S)NCC1CCCO1)c1ccc(Cl)cc1 (stereo unspecified),-6,10,·,-0.1,·,-7,·,5
COc1ccc(N2CC(C(=O)Nc3ccc(S(=O)(=O)N4CCCCC4)cc3)CC2=O)cc1 (stereo unspecified),5,4,·,0.1,-3,-1,3.1,-31
COc1ccc(NC(=O)C2CC(=O)N(Cc3ccco3)C2)cc1Cl (stereo unspecified),5,-4,2,-0.1,-3,-5,1.2,12
CN(C)S(=O)(=O)Oc1cccc(C(=O)Nc2ccc([N+](=O)[O-])cc2)c1,·,-1,-16,0.0,-4,-2,2.7,6
Cc1ccc(C(=O)Nn2cnc3ccccc3c2=O)cc1C,2,2,40,0.0,-6,-15,2.4,-3
Cc1cc(C)c2nncn2n1,9,-2,3,-0.1,·,-11,0.2,31
CC(C)NC(=O)Nc1ccc2c(c1)C(=O)N(C)[C@H]1CC[C@@H](CC(=O)NCC3CCCCC3)O[C@@H]1CO2,-18,3,3,0.5,-8,0,-1.0,19
COC(=O)C/C=C/N(Cc1ccccc1OC)S(=O)(=O)CCl,0,·,-3,0.0,-9,-14,0.5,16
Cc1cc2nccc(-c3ccc(F)cc3)n2n1,-3,2,-9,-0.1,5,-6,3.6,27
COc1cc(/C=N/NC(=O)c2ccc3c(c2)OCCO3)cc(Br)c1O,·,·,31,0.1,4,4,-0.4,-6
Cc1nn(C)c(Cl)c1CN1CCN(C2CCCCC2)C(CCO)C1 (stereo unspecified),4,-3,·,-0.3,·,-13,1.2,21
Cc1c(NC(=O)CC(C)C)c(=O)n(-c2ccccc2)n1C,-7,-3,2,-0.1,-10,-13,-2.9,5
CCOc1ccc(C(=O)Nc2nc3ccccc3[nH]2)cc1OCC,2,-4,·,0.2,·,7,2.3,6
CC(=O)c1ccc(OCC(=O)N(C2CCCCC2)C2CCS(=O)(=O)C2)cc1 (stereo unspecified),·,0,·,0.1,·,-16,-4.0,54*
COc1ccc(S(=O)(=O)N(C)C[C@@H]2Oc3ccc(NC(=O)Cc4cn(C)c5ccccc45)cc3C(=O)N([C@@H](C)CO)C[C@@H]2C)cc1,-4,0,-1,0.1,10,-21,-1.3,-18
C[C@H]1CN([C@@H](C)CO)C(=O)c2cc(Br)cnc2O[C@@H]1CN(C)C(=O)c1cccnc1,0,-5,-1,0.0,8,-2,5.0,14
COc1ccc([C@H]2CC(=O)C[C@@H](CCn3cc(-c4ccccn4)nn3)O2)cc1,·,·,·,-0.1,·,-19,-0.7,13
CCc1c(C)nc2ncnn2c1NCCc1ccc(OC)cc1,4,-1,2,·,4,-7,11*,-44
COc1ccc(NC(=O)N(C)C[C@@H]2Oc3cc(-c4ccc(C)cc4)ccc3S(=O)(=O)N([C@@H](C)CO)C[C@@H]2C)cc1,0,0,-1,0.3,8,25,6.8,-30
Cc1ccc(/C=N/n2c(-c3ccccn3)n[nH]c2=S)o1,91*,·,·,0.1,·,-37,1.2,10
C[C@@H]1Cn2cnc(C(=O)Nc3ccccc3)c2C(=O)N1,·,-2,9,0.3,1,-8,-2.3,33
Cc1ccc(C(=O)NCCc2nnc3ccc(SCC(=O)Nc4ccccc4F)nn23)cc1,8,-5,0,0.0,-3,-12,-4.0,10
COC(=O)c1ccc(CN2CCN(Cc3ccc(F)cc3)C(CCO)C2)cc1 (stereo unspecified),-3,7,·,0.3,·,-6,1.5,10
C[C@@H]1CN([C@@H](C)CO)C(=O)Cc2cc(NC(=O)NC3CCCCC3)ccc2O[C@@H]1CN(C)Cc1ccncc1,-7,-1,4,-1.4,-2,-10,-3.6,-4
COc1ccc(CN(C)C[C@H]2Oc3c(NC(=O)c4nc5ccccc5s4)cccc3C(=O)N([C@H](C)CO)C[C@@H]2C)cc1,16,1,-7,-0.3,-5,11,0.4,-10
CC(=O)Nc1cccc(-c2ccnc3c2CC(C)(C(=O)NCCN(C)C)O3)c1 (stereo unspecified),·,3,3,0.1,1,0,-3.0,6

# Profiles, looked up by structure. Order of screens: ARNT-TACC3 inh, ERAP1 inh, esBAF inh, XiGFP reactiv, RAD54 branch, RAD52 anneal inh, F508del corr, INS-1E GSIS act
# CC(=O)Nc1cccc(-c2ccnc3c2CC(C)(C(=O)NCCN(C)C)O3)c1 (stereo unspecified) is listed as ·, 3, 3, 0.1, 1, 0, -3.0, 6
# Cc1ccc(/C=N/n2c(-c3ccccn3)n[nH]c2=S)o1 is listed as 91*, ·, ·, 0.1, ·, -37, 1.2, 10

# The list goes on.
SMILES,ARNT-TACC3 inh,ERAP1 inh,esBAF inh,XiGFP reactiv,RAD54 branch,RAD52 anneal inh,F508del corr,INS-1E GSIS act
C=CCC(=O)N(CC)CC1CCCN(CCc2cccc(F)c2)C1 (stereo unspecified),-6,0,-1,0.2,-10,-12,-0.8,-3
COc1cc(OC)cc(C(=O)OCC(=O)Nc2cccc(C(C)=O)c2)c1,1,-8,-2,0.3,-13,-7,-0.5,17
Cc1noc(C)c1S(=O)(=O)Nc1ccc2c(c1)CC(=O)N([C@@H](C)CO)C[C@H](C)[C@H](CN(C)S(=O)(=O)c1cccs1)O2,1,3,-4,0.1,0,-2,-3.1,-7
Cn1c(N)c(C(=O)COC(=O)CCC(=O)c2ccc(F)cc2)c(=O)n(C)c1=O,2,1,-1,0.2,-5,-4,-0.3,12
O=C(NNc1c2ccccc2nc2ccccc12)c1cc2ccccc2cc1O,-2,·,9,0.6,-3,·,·,-36
C[C@H](CO)N1C[C@H](C)[C@@H](CN(C)Cc2ccncc2)Oc2ccc(NC(=O)Nc3ccc(F)cc3)cc2CC1=O,0,0,-3,-0.1,1,22,-2.8,2
O=C(CSc1nnc(CNC(=O)c2ccccc2F)o1)NCc1ccccc1,0,-5,-1,0.5,0,5,-0.2,5
Cn1c(=O)c(C(=O)NCC2CCCO2)c(O)c2ccccc21 (stereo unspecified),-1,·,?,·,6,-11,-3.1,23
Cc1cc(=O)n2c(n1)NC(Nc1cccc(C)c1C)=NC2c1ccccc1 (stereo unspecified),3,·,·,0.0,·,-9,-0.3,·
C[C@@H]1CCCCO[C@@H](CN(C)C(=O)NC2CCCCC2)[C@H](C)CN([C@@H](C)CO)C(=O)c2cc(NS(=O)(=O)c3ccc(Cl)cc3)ccc2O1,-6,0,4,0.0,-8,11,0.4,-16
Fc1ccc(-c2nc3ccccc3[nH]2)cc1,10,-1,70*,0.2,·,-6,0.2,7
CCC(c1nnnn1-c1ccc2c(c1)OCCO2)N1CCN(c2ccc(C(F)(F)F)cn2)CC1 (stereo unspecified),·,0,·,-0.1,·,-11,0.0,-16
NCC(c1ccccc1Cl)c1c[nH]c2ccccc12 (stereo unspecified),-6,·,-8,0.3,-3,-14,-0.5,-2
COc1ccc(OCCCC(=O)OCC(=O)Nc2ncc(Cl)cc2Cl)cc1,0,-3,-1,-0.1,-2,-56,0.0,-2
CCCN(C)C[C@@H]1Oc2cc(/C=C/c3ccccc3)ccc2S(=O)(=O)N([C@@H](C)CO)C[C@H]1C,26,0,-1,0.1,-8,-13,0.5,-3
CCCCn1c(-c2cccc(C)c2)nc2cc3[nH]c(=O)c(C(C)C)nc3cc21,-2,1,-6,0.0,-6,-25,-1.5,·
Cc1ccc(C2(c3ccccc3)NC(=O)N(CC(=O)NCc3ccco3)C2=O)cc1C (stereo unspecified),16,3,0,0.3,10,-8,0.8,·
Cc1ccc(C(=O)Nc2cccc(C(F)(F)F)c2)cc1NC(=O)c1cnnc2ccccc12,-6,-1&-2,-7&-5,0.2&0.0,-4&-4,-1&-11,5.1&0.2,8&23
C[C@H](CO)N1C[C@H](C)[C@H](CN(C)Cc2ccccc2)Oc2cc(C#CC3CC3)ccc2S1(=O)=O,3,-2,-4,-0.1,4,-30,0.8,-16
COc1ccc(CN(C)C[C@H]2OCCCC[C@H](C)Oc3ccc(NS(=O)(=O)c4ccc(F)cc4)cc3C(=O)N([C@@H](C)CO)C[C@@H]2C)cc1,-5,0,8,0.0,3,41,3.3,-3
CC1=C(C(=O)N2CCOCC2)C(c2cccc(C)c2)NC(=S)N1 (stereo unspecified),-10,2,·,0.1,1,-12,·,-3
C#CCOCCOCCOCCNc1nc(N2CCN(C(=O)[C@H](CC(N)=O)n3cc(C(N)[C@H](C)CC)nn3)CC2)nc(N2CCN(C(=O)[C@H](CC(N)=O)n3cc(C(N)[C@@H](C)CC)nn3)CC2)n1 (stereo partly specified),6,·,-2,0.0,-23,2,-3.2,6
O=C(Nc1ccc2c(c1)OCO2)N[C@@H]1CC[C@H](CCNC(=O)C2CCCC2)O[C@H]1CO,-2,2,-1,0.1,0,9,0.0,9
COC(=O)c1ccc(C2/C(=C(\O)c3cccc(OC)c3)C(=O)C(=O)N2CCCN2CCOCC2)cc1 (stereo unspecified),0,8,·,0.3,·,0,·,2
O=C1CCC[C@@H]2C=C[C@H](c3ccc(Br)cc3)[C@H]3CCN1[C@@H]32,·,0,·,0.0,·,-6,1.9,-7
C[C@@H]1CCCCO[C@@H](CN(C)C(=O)Cc2ccccc2)[C@H](C)CN([C@@H](C)CO)C(=O)c2cc(NC(=O)CCCCCC(=O)Nc3ccccc3N)ccc2O1,23,-1,17,-0.1,1,14,2.2,-1
